Screening results from PubChem.
SRC1 inh = human NCOA1 inhibition; Q15788; HEK293 GAL4-SRC1 luciferase reporter, luminescence; inhibition, % at 3.6 µM; actives 0.12% (n = 360,000);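 active means inhibition above the campaign mean plus 3 SD, with each screening campaign given its own cutoff, cut at about 60% in these data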;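 further: 0% = DMSO treated cells and 100% = gossypol at 36 µM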
CF NFkB block = cystic fibrosis NF-kB activation inhibition; KKLEB NF-kB-GFP reporter, PAF-induced, GFP fluorescence overnight; inhibition, % at 5 µM; actives 0.86% (n = 360,000); AID 588850;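 active means at least 50% inhibition at 5 µM, scaled per plate between neutral and stimulator controls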;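 further: PAF is a Pseudomonas aeruginosa culture filtrate used as stimulus; plate controls were PAF-stimulated DMSO wells for no effect and unstimulated DMSO wells for full effect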
EBV LMP1 NFkB = inhibitors of Epstein-Barr LMP1-induced NF-kappaB reporter; actives 0.69% (n = 350,000); LMP1-induced NF-kappaB luciferase reporter cells, luminescence; AID 504558; inhibition, % at 12.5 µM; in the data active means inhibition above about 41%; inconclusive means no clear call, values can overlap the other calls;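 further: 0% = neutral control wells and 100% = reference inhibitor control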
COUP-TFII inh = blocks human COUP-TFII nuclear receptor. P24468. actives 0.7% (n = 370,000). HEK293T NGFI-A luciferase reporter, luminescence. inhibition, % at 8.6 µM;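 active means inhibition above a per-plate cutoff, mean inhibition of test wells between control levels plus 3 SD, cut at about 38% in these data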;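 further: cells cotransfected with COUP-TFII expression vector driving the NGFI-A reporter; 0% = median of COUP-TF2 test wells and 100% = reporter-only cells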
NCOA3 inh = inhibits human SRC3 coactivator; actives 0.17% (n = 360,000); HEK293 GAL4-SRC3 luciferase reporter, luminescence; inhibition, % at 3.6 µM;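 active means inhibition above a per-campaign cutoff, the mean of all compounds plus 3 SD, cut at about 60% in these data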;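 further: 0% = DMSO-treated cells and 100% = gossypol-treated cells at 36 µM; higher means less SRC3-driven luciferase light from the GAL4 reporter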
Target sequence (Q9Y6Q9 whole entry, looked up, the tested form may be a part): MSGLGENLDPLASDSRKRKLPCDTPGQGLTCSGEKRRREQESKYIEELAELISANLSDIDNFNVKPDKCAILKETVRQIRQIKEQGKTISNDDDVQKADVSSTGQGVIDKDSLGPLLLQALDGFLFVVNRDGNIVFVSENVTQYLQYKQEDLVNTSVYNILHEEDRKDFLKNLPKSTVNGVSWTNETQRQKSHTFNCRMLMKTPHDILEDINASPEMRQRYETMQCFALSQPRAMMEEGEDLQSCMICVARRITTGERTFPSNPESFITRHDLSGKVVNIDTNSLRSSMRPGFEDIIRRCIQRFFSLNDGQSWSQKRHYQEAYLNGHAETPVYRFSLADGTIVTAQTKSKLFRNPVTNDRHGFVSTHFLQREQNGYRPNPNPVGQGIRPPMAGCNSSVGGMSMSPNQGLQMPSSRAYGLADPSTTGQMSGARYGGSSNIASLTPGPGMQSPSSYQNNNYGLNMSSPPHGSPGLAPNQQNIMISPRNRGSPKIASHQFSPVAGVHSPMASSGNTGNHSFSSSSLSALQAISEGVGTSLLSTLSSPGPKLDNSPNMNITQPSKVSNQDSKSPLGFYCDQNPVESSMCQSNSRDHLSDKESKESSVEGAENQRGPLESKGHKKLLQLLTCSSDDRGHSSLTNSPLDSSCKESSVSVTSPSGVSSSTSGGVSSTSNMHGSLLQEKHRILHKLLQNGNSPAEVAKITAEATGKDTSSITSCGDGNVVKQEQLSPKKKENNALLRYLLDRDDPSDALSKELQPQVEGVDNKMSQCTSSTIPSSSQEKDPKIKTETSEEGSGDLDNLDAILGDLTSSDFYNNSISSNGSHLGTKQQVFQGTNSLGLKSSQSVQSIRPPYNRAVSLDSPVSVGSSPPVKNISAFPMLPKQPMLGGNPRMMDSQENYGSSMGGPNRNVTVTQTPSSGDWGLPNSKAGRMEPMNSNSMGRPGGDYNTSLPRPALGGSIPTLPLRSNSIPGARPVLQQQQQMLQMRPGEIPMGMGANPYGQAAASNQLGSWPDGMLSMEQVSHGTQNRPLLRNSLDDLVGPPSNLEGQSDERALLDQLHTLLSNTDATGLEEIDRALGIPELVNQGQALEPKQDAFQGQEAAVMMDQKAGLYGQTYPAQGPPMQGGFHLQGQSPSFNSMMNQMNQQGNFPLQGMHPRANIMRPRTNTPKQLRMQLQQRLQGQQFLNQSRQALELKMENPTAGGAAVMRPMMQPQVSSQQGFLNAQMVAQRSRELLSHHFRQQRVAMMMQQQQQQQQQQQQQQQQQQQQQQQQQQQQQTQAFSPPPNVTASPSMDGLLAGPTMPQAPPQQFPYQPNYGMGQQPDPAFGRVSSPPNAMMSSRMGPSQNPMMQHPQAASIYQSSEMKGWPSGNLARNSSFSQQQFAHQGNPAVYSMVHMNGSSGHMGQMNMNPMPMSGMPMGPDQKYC
TWEAK-Fn14 inh = blocks TWEAK-Fn14 interaction in a reporter cell assay; actives 2% (n = 360,000); TWEAK-stimulated Fn14 reporter cells, luciferase luminescence, 8 h; inhibition, % at 10 µM; in the data active means inhibition above about 50%
KKLEB cytotox = CF airway cell cytotoxicity counter-screen | KKLEB CF airway cells viability, ATPlite luminescence, overnight; stronger effect = lower value; cells stimulated with P. aeruginosa culture filtrate | activity change (cytotoxicity), % at 5 µM | actives 0.36% (n = 360,000) | AID 602141;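 active means corrected activity change at or below -50% at 5 µM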
Shn3 inh set2 = inhibitors of Schnurri-3 3'UTR reporter in osteoblasts; Clone20 osteoblast Shn3 3'UTR firefly luciferase, 24 h; inhibition, % at 12.5 µM; actives 0.52% (n = 360,000); AID 588674;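 active means mean inhibition of at least 75% with every replicate also reaching 75%; inconclusive means mean inhibition at least 75% but some replicate below; inactive means mean inhibition below 75%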;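 further: 0% = median of neutral control wells and 100% = pilot-screen positive control compound; some compounds past the cut are filed as inactive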
LRH-1 inv ag = NR5A2 inverse agonism in reporter assay. HEK293T StAR-luciferase reporter, LRH-1 transfected, 24 h. O00482. AID 602396. actives 0.13% (n = 360,000). inhibition, % at 3.6 µM;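 active means inhibition above the mean inhibition of all tested compounds plus 3 SD, cut at about 73% in these data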;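 further: 0% = DMSO wells and 100% = reporter-only cells lacking LRH-1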
C8 TRAIL sens = caspase-8 TRAIL sensitization. inhibition (viability loss, TRAIL sensitization), % at 10 µM. NB7+C8 cells + TRAIL, ATPlite viability luminescence. AID 624354. actives 1% (n = 360,000);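 active means compounds causing at least 50% loss of cell viability in the single-dose screen, relative to plate controls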
TROY signal inh = TROY signaling inhibition. Q293 LMP1-TROYcd NF-kB luciferase reporter, 4 h. inhibition, % at 10 µM. actives 0.98% (n = 360,000). AID 1347056;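 active means compounds whose plate-normalised and pattern-corrected inhibition of the luciferase reporter signal at the single screening dose is 50% or more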
The depositor's hits bear a star; ? = inconclusive; · = not tested or not shown.

SMILES	SRC1 inh	CF NFkB block	EBV LMP1 NFkB	COUP-TFII inh	NCOA3 inh	TWEAK-Fn14 inh	KKLEB cytotox	Shn3 inh set2	LRH-1 inv ag	C8 TRAIL sens	TROY signal inh
COc1ccccc1-n1c(SCC(=O)N2CCOCC2)nc2cccnc21	1	16	1	19	1	-7	3	-10	2	-6	-17
CC(C)CCn1c(N2CCCC2)nc2c1c(=O)[nH]c(=O)n2C	6	16	6	-5	10	2	-9	10	8	-14	13
O=C(Cn1cccn1)N1CCCC(N2CCN(c3ccccc3F)CC2)C1 (stereo not drawn)	5	-1	0	-6	-6	-11	4	-17	2	-24	0
Cc1nc2ccc(C(=O)N/N=C/c3ccccc3O)cc2[nH]1	-40	9	-7	-20	-99	-8	4	-52	-15	7	-17
Cc1cnc(C(=O)OCC(=O)N2CC(C)CC(C)C2)cn1 (stereo not drawn)	5	-19	-5	20	12	5	7	1	14	-1	-1
CC(C)(C)n1nc2c(c1NC(=O)COc1ccc3ccccc3c1)CS(=O)C2 (stereo not drawn)	-2	6	11	-5	-1	8	-5	-3	-6	-2	-8
Cc1ccccc1NC(=O)CCn1c(=O)oc2ccccc21	-4	7	4	-4	8	3	-5	-10	-2	18	1
Cc1nccn1-c1c([N+](=O)[O-])c(=O)n(C)c2ccccc12	3	-9	-2	-7	12	5	-4	5	-14	-1	0
CCc1ccccc1N1C(=O)CC(Sc2nccc(C)n2)C1=O (stereo not drawn)	-54	0	-3	9	-3	-1	-10	0	-12	-17	-9
Cc1cc(=O)oc2ccc(OC(C)C(=O)O)cc12 (stereo not drawn)	9	2	1	4	-9	5	-7	1	-18	-4	12
COc1ccc(CC(=O)OCC(=O)NC(=O)Nc2ccccc2F)cc1	4	16	-4	5	-1	-24	-7	10	-23	1	-3
CCCc1nn(-c2cc(Cl)ccc2OC)c2c1C(=O)CCC2	3	-5	0	13	-35	15	-5	4	-13	1	12

Full records from above.
Cc1ccccc1NC(=O)CCn1c(=O)oc2ccccc21 in the list: SRC1 inh: -4; CF NFkB block: 7; EBV LMP1 NFkB: 4; COUP-TFII inh: -4; NCOA3 inh: 8; TWEAK-Fn14 inh: 3; KKLEB cytotox: -5; Shn3 inh set2: -10; LRH-1 inv ag: -2; C8 TRAIL sens: 18; TROY signal inh: 1
CCCc1nn(-c2cc(Cl)ccc2OC)c2c1C(=O)CCC2 in the list: SRC1 inh: 3; CF NFkB block: -5; EBV LMP1 NFkB: 0; COUP-TFII inh: 13; NCOA3 inh: -35; TWEAK-Fn14 inh: 15; KKLEB cytotox: -5; Shn3 inh set2: 4; LRH-1 inv ag: -13; C8 TRAIL sens: 1; TROY signal inh: 12

(next part)
SMILES	SRC1 inh	CF NFkB block	EBV LMP1 NFkB	COUP-TFII inh	NCOA3 inh	TWEAK-Fn14 inh	KKLEB cytotox	Shn3 inh set2	LRH-1 inv ag	C8 TRAIL sens	TROY signal inh
CCOC1=NN(c2ccccc2)C(=O)/C1=C\N(C)C	3	-10	4	-17	12	-8	2	2	20	1	-6
O=C(O)C1CCC(CNS(=O)(=O)c2ccc(Cl)cc2)CC1 (stereo not drawn)	18	21	·	5	-2	4	-2	-10	-9	-6	3
CNC(=S)Nc1ccc(Br)cc1	-18	15	11	5	5	32	-14	15	-5	-8	61*
O=C1c2cccnc2C(Nc2cccc(F)c2)N1Cc1ccco1 (stereo not drawn)	12	29	0	7	-5	-5	-22	14	-7	0	-19
O=C(CSc1nc(C(F)(F)F)cc(=O)[nH]1)N1CCCC1	-15	1	-3	1	6	-2	-4	?	-8	10	-11
CC(C)CC(NS(=O)(=O)c1ccccc1S(=O)(=O)NC(CC(C)C)C(=O)O)C(=O)O (stereo not drawn)	-9	9	-6	2	25	1	-5	10	20	3	10
COCCn1c(SCc2nc3ccccc3s2)nc2ccccc21	-87	-4	-40	-41	-62	15	-2	6	-88	21	-11
CC(=O)c1ccc(N2Cc3ccccc3C2=NC(=O)c2cccs2)cc1	-103	0	-14	-41	-59	46	-6	-38	-93	7	25
Cc1cccc(COc2ccccc2/C=N/Nc2ccc([N+](=O)[O-])cc2)c1	-32	4	4	-28	-40	-8	-7	5	-18	-14	1
O=C(C1CCN(C2CCN(C/C=C/c3ccccc3)CC2)CC1)N1CCOCC1	-5	-7	-2	-10	12	30	0	5	-12	-7	-17
COc1ccsc1NC(=O)OCc1ccc(Cl)cc1	-46	-19	-17	-19	-32	10	-6	-1	-30	-5	-13
COC(=O)CN1C(=O)C2(OCCCO2)c2ccccc21	11	8	5	16	0	16	-1	-21	16	-9	-4
N/C(=N\OC(=O)c1ccccc1)C(C(=O)NOC(=O)c1ccccc1)C1CCCCC1 (stereo not drawn)	-39	-5	-50	-16	-44	-5	2	59	-38	91*	-48
O=C(c1ccccc1)C(CN1CCCCC1)c1ccccc1 (stereo not drawn)	13	85*	55*	-8	30	71*	-63*	?	17	13	8
O=C(COC(=O)c1cc[n+]([O-])cc1)Nc1ccc(SC(F)F)cc1	0	-25	-16	-3	-4	-6	11	-9	-19	12	-40
Cc1cc(O)ccc1-c1cccc2nccn12	14	7	·	4	-4	3	6	5	-29	-2	12
CCOC(=O)CNC(=O)COc1coc(CN2CCN(c3ccc(F)cc3)CC2)cc1=O	-6	-4	2	-1	8	-5	-3	-5	-5	-4	19
COc1ccc(S(=O)(=O)Nc2cccc3c2O[C@H](CN(C)Cc2ccc(Cl)c(Cl)c2)[C@@H](C)CN([C@H](C)CO)C3=O)cc1	-1	-16	17	0	0	12	-2	6	8	-2	-2
COC(=O)C1=C(O)CSC1=Nc1ccc(C)cc1	-8	-7	0	-13	14	0	8	-7	4	13	-8
CCCc1noc(-c2cccc([N+](=O)[O-])c2)n1	1	12	-5	0	-2	-21	-1	-40	5	10	-27
Cc1ccc(F)c(S(=O)(=O)NC(=O)C2(C)CCN2C(=O)CCc2ccccc2)c1 (stereo not drawn)	1	9	·	6	-2	8	-8	0	-11	-7	0
COCCNC(=O)CSc1nc2cc3c(cc2c(=O)n1CCCC(=O)NCCc1ccc(OC)c(OC)c1)OCO3	7	-10	-4	5	8	-17	2	-22	-11	-6	-15
COc1ncnc(NS(=O)(=O)c2ccc(N)cc2)c1OC	-25	-10	-2	-13	-21	-34	9	-21	4	-1	-9
CCCCc1cc(=O)oc2cc(C)cc(OCC(=O)O)c12	20	-5	-4	-8	3	5	-3	-37	-8	-15	11
CC1CCN(S(=O)(=O)c2cc3c4c(c2)C(C)C(=O)N4CCC3)CC1 (stereo not drawn)	0	1	-2	11	5	-13	15	-1	-13	-11	-6
O=c1c2cnn(-c3ccccc3)c2nnn1/N=C/c1cccnc1	5	-23	3	4	15	20	10	-4	-6	1	2
CN(C(=O)CSc1nnc(-c2cccnc2)o1)C1CCCCC1	-25	14	-3	0	1	-4	1	3	8	-3	-18
Cc1ccc(-c2csc3ncn(/N=C/N(C)C)c(=O)c23)o1	2	-3	4	1	3	98*	-6	-20	7	5	10
O=C(CN1C(=O)NC2(CCc3ccccc3C2)C1=O)NCC(F)(F)F (stereo not drawn)	5	22	3	11	3	-7	5	-3	3	-13	-17
O=C(N/N=C/c1ccccn1)c1sc2ccccc2c1Cl	-28	-3	1	-16	-46	86*	-4	12	-24	3	35
Cc1cccc(C)c1C(=NCCN(C)C)c1ccccc1	2	9	-6	-12	8	5	-17	3	0	11	9
C=C(C)COc1ccc(-c2nc(N)ncc2-c2ccccc2OC)c(O)c1	-14	10	5	-4	4	5	-4	8	-3	-1	3
O=S(=O)(NCc1ccccc1)c1ccc(NC(=S)NCc2ccco2)cc1	-5	2	11	10	-16	2	9	9	6	-1	2
CN1C(C(=O)NCc2ccc(OC(F)(F)F)cc2)CC2Cn3c(nc4cc(Cl)c(Cl)cc43)C21 (stereo not drawn)	-13	-5	0	19	-5	-14	-20	-2	11	11	-2
Cc1cc(C(=O)N(C)CC(=O)Nc2ccc(Cl)c(C(F)(F)F)c2)no1	4	2	8	0	13	12	7	4	11	-17	-5
O=C(NCc1ccccc1)C1Cc2c(-c3ccc(Cl)cc3)ccnc2O1 (stereo not drawn)	12	35	·	-45	8	-2	-28	5	-6	10	10
Cn1c(SCC(=O)Nc2ccccc2Br)nnc1-c1cnccn1	-9	-6	-2	12	1	-6	0	-9	40	-13	11
COc1ccc2oc(C(=O)OCC(=O)Nc3cc(S(=O)(=O)N4CCOCC4)ccc3C)c(C)c2c1	20	-34	0	-2	14	-15	13	3	8	-23	-7
O=C(NC(=S)N1CCCCC1c1cccnc1)c1ccc(F)cc1 (stereo not drawn)	7	-4	9	0	13	5	12	9	-15	3	73*
N#Cc1cc(Oc2ccc3ccccc3c2)c(-n2nnc3ccccc32)cc1C#N	-7	2	-29	-12	1	16	-19	53	12	-14	2
CCCCN(C)CCNC(=O)Cn1c(=O)sc2ccccc21	-15	2	-6	1	3	-4	-23	5	-12	-16	-1
Cc1ccc(CN2CCCN(Cc3cc(C)ccc3C)S2(=O)=O)cc1	-23	2	-5	0	-3	10	-14	2	-16	-10	-10
O=C(COc1ccccc1)Nc1ccccc1Oc1ccccc1	-6	17	-18	1	15	3	-8	11	12	-8	-25
Cc1cc(SCCC(=O)O)nc2c(C)cccc12	-15	-4	1	-6	-15	4	1	-10	-1	0	15
COc1ccc(-c2nn(-c3ccccc3)cc2CO)cc1	-12	10	-11	1	-22	-2	-4	-9	-63	-4	-73
COc1ccc(OC)c2sc(NNC(=O)C3COc4ccccc4O3)nc12 (stereo not drawn)	4	7	-5	-3	9	14	5	35	-5	1	9
O=C(NCCC1CCCCN1S(=O)(=O)c1ccc(F)cc1)C(=O)NCc1ccccn1 (stereo not drawn)	4	-15	-4	-21	17	-2	10	-4	11	-15	12
CCN(CC)S(=O)(=O)c1cccc(NC(=O)CN(C)C2CCCCC2)c1	-8	7	-7	-2	18	9	3	22	11	0	4
Cc1ccc(C)c(NC(=S)c2nc3ccccc3s2)c1	-41	8	-22	-17	-55	3	-9	-69	-3	21	-47
CCN(CC)CCCN(Cc1cc2cc3c(cc2[nH]c1=O)OCO3)C(=S)Nc1ccccc1OC	-13	6	-6	-10	2	-10	-12	-8	11	-1	-7
CCN(CCNC(=O)C1CCN(S(=O)(=O)c2c(C)noc2C)CC1)c1ccccc1	-13	-13	-7	-13	6	-7	5	-1	14	-1	1
CCOC(=O)N1CCc2c(sc3c2c(=O)n(Cc2ccccc2)c(=O)n3CC(=O)NCCOC)C1	-3	-6	-3	-8	4	0	7	-8	7	-6	-2
O=C(CC[C@H]1O[C@@H](n2ccc(=O)[nH]c2=O)[C@H](O)[C@@H]1O)N[C@H](Cc1ccccc1)C(=O)NC1CCCCC1	10	3	·	4	1	0	-5	-22	-12	-1	4
O=C1/C(=C/c2ccc([N+](=O)[O-])cc2)Oc2cc(O)ccc21	-4	-8	-44	-39	-33	34	6	-34	-7	0	18
COc1ccccc1NC(=O)c1oc2ccccc2c1NC(=O)C1CC1	-26	-14	15	-11	-17	-4	7	10	22	3	-7
O=C(Nc1ccc(Cl)c(S(=O)(=O)N2CCCCC2)c1)c1ccco1	-20	16	-4	-14	-2	9	-11	2	8	3	7

Only part of the results is shown; the hit share may differ from the screen's.
